# TAG inh – triacylglycerol accumulation inhibition. H9c2 cells, Nile Red lipid (TAG) fluorescence; cells loaded with 200 µM oleic acid. inhibition, % at 12.5 µM. hit rate 0.66% among 230,000. AID 651582;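 active means pattern-corrected inhibition of lipid staining of at least 50% with the nuclear-stain viability signal not falling by more than 50%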;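 further: 0% = DMSO wells and 100% = triacsin C control wells; some results filed as inactive read as strong as hits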
# TAG inh DAPI viability – recorded beside TAG inh, whose call it bears; DAPI nuclei signal change (viability), lower = more cytotoxic, %;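 whole-well DAPI fluorescence read on a plate reader as a viability signal; minus 50 percent equals half of cells still viable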
# The depositor's hits bear a star. An excerpt; rates above refer to the full screens.
compound	TAG inh DAPI viability	TAG inh
c1cc(CNc2ccc3c(c2)OCCO3)ccn1	-5	-5
CCOC(=O)c1c(C)[nH]c(C(=O)COC(=O)C2=NNC(=O)CC2)c1C	-7	1
Cc1ccc(-n2c(=O)cc(N3CCN(Cc4ccccc4)CC3)[nH]c2=O)cc1	-4	6
Cc1oc2c(O)c(O)ccc2c(=O)c1-c1ccccc1	-2	-2
O=C(CSc1ncccn1)NNC(=O)c1ccccc1	8	-20
CCOC(=O)c1ccc(Nc2c(OCC)c(=O)c2=O)cc1	9	-14
Cc1ccc(-c2nn3c(C)nnc3s2)cc1NC(=O)c1ccco1	7	-31
Cc1cc(C)c(NC(=O)c2c[nH]c(=S)n2-c2ccc(F)cc2)c(C)c1	8	0
CCn1cc(C(=O)N2CCN(c3ccccc3F)CC2)c(=O)c2ccc(C)nc21	-1	-20
Nc1cccc2c1C(=O)N(C(=O)c1ccc(S(=O)(=O)N3CCCCCC3)cc1)C2=O	-6	-1
Cc1ccc(NC(=S)NC(=O)C2CCCC2)cc1C	1	-9
CSc1ccc(/C=C/C(=O)OCC(=O)N2CCCCCC2)cc1	4	4
Cc1nnc(SCC(=O)Nc2ccccc2N2CCOCC2)s1	-1	-12
Cc1[nH]c2ccccc2c1/C=N/NC(=S)NCc1ccccc1	13	-5
O=C(NCCOc1ccccc1)c1cccc2c1C(=O)c1ccc(Cl)cc1S2(=O)=O	-5	-41
CC(C)NC(=O)c1cnc(N2CCN(c3ccccn3)CC2)c2ccccc12	-9	-23
Cc1ccc(CN2CCC[C@]3(N[C@H](c4ccccc4)[C@@H]4C(=O)N(Cc5ccccc5)C(=O)[C@@H]43)C2=O)cc1	-1	-3
COc1cc(OC)cc(N(C(=O)c2ccco2)C(C(=O)NC2CCCC2)c2ccc(N(C)C)cc2)c1 (stereo not given)	-4	26
O=C(C[n+]1ccccc1)N1CCCc2ccccc21	4	1
S=C(Nc1ccc(Cl)c(Cl)c1)NC1CCN(Cc2ccccc2)CC1	3	11

# (next part)
compound	TAG inh DAPI viability	TAG inh
COc1ccc(NC(=S)/N=C(\N)Nc2nc(C)c3ccc(C)cc3n2)cc1	19	-2
COc1ccc(C2=NS(=O)(=O)N(C)C(C(=O)NCc3cccs3)=C2)cc1OC	-2	-1
CCCCN(C(C)=O)c1c(CC)nc2ccc(C(=O)NCCCN(C)C)cn12	11	0
O=C(CN1C(=O)NC(c2ccccc2)(c2ccccc2)C1=O)N1CCN(c2ccccc2F)CC1	5	-5
CC1CC(C)(C)OC(C[N+]2(C)CCCCC2)O1 (stereo not given)	5	0
CC(=O)OC(COc1ccccc1)Cn1cnc2cc(C)c(C)cc21 (stereo not given)	3	2
CCOc1ccc(OCC)c(NC(=O)CN2CCN(c3cccc(C)c3)C(C)C2)c1 (stereo not given)	-9	-214
COC(=O)[C@H](Cc1ccccc1)[C@@H](C)OS(N)(=O)=O	0	2
COc1ccc(C2CC(=O)Oc3c2c(=O)n(C)c2ccccc32)c(OC)c1OC (stereo not given)	8	11
Cc1nc2ccc(NC(=O)C3=NN(C)C(=O)CC3)cc2s1	-3	9
O=C(C(Cc1ccccc1)NS(=O)(=O)c1cccc2cccnc12)N1CCc2ccccc21 (stereo not given)	-2	11
NC(=S)N/N=C/c1ccc(-c2ccc(Cl)c(Cl)c2)o1	5	17
CC(=O)c1cnc2scnn2c1=O	1	-2
CCc1nc(SCC(=O)NCc2ccccc2)c2c(=O)n(C)c(=O)n(C)c2n1	4	-8
CC(C)(C)n1nnnc1C(c1cccs1)N(Cc1cccnc1)Cc1ccco1 (stereo not given)	2	-13
Cc1ccc(Cl)cc1N1CCN(C(=O)CN2C(=O)c3cccc4cccc2c34)CC1	5	9
NC(=O)Nc1ccc(C(=O)OCC(=O)Nc2cccc(S(=O)(=O)NC3=NCCCCC3)c2)cc1	-6	5
CCOc1ccc(C2=CSC3=NCCN23)cc1	6	-1
O=C(COC(=O)CCC(=O)c1cccs1)Nc1cccc(S(=O)(=O)N2CCOCC2)c1	1	16
COCCNC(=O)C(c1cccs1)N(C(=O)Cn1nnc2ccccc21)c1cccc(C(C)=O)c1 (stereo not given)	13	-1

# (listing goes on)
compound	TAG inh DAPI viability	TAG inh
O=C(CSc1nncs1)NC(=O)NCc1ccco1	1	8
Nc1ccc2c(c1)Cc1cc(Cl)c(Cl)cc1-2	-3	17
CN(C(=O)Cn1cccc1C1=NC(c2ccccc2)CO1)c1ccccc1 (stereo not given)	-6	-7
COc1cccc(Oc2cc(NN3CCCCC3)c([N+](=O)[O-])cc2[N+](=O)[O-])c1OC	-4	3
Cc1onc(-c2ccc(Cl)cc2)c1-c1ccnn1S(=O)(=O)c1cccc(C(F)(F)F)c1	8	-21
CC(C)(C)Sc1ccc([N+](=O)[O-])cc1C(=O)Nc1ccncc1	14	-8
Cc1nn(-c2ccccc2)nc1C(=O)Nc1ccc2c(c1)OCCO2	-2	9
CCc1ccc(NC(=O)CSc2n[nH]c(=O)n2C2CC2)cc1	-7	1
CC1(OC(=O)C2CCCC2)C(=O)C=C2C=C(c3ccsc3)N(CCc3ccccn3)C=C2C1=O (stereo not given)	0	-8
Cc1nnsc1NC(=O)OCc1ccc(C(F)(F)F)cc1	-3	-7
O=C(NC(=S)NCC1CCCO1)c1cccs1 (stereo not given)	-13	6
COc1ccc2c(C)nc(Nc3nc(C)c(C)c(=O)[nH]3)nc2c1	-68	125
CCC(c1nnnn1C1CCCC1)N1CCN(Cc2ccccc2)CC1 (stereo not given)	4	4
COc1ccc(Cn2nnc3ccccc32)cc1	-4	-25
CN(C(=O)CSc1nnc(Cc2ccccc2F)n1N)C1CCS(=O)(=O)C1 (stereo not given)	-6	12
CSc1ncnc2c1ncn2CCCNCC1CCCO1 (stereo not given)	5	-8
CS(=O)(=O)N(CC(=O)NCC1CCCO1)c1cc(Cl)ccc1Cl (stereo not given)	9	-8
CC(C)c1cc(C(=O)N2CCCC(Nc3ccc(F)c(F)c3)C2)nc(N)n1 (stereo not given)	7	-3
COc1ccc(C(=O)COC(=O)CN2C(=O)C3CC=CCC3C2=O)c(OC)c1 (stereo not given)	-2	0
CC1(C)CC(=O)C2=C(C1)Nc1cc(C(=O)c3ccccc3)ccc1NC2c1ccccn1 (stereo not given)	-2	-6

# 17 structures from above, sorted by molar mass, falling:
compound	TAG inh DAPI viability	TAG inh
CC1(OC(=O)C2CCCC2)C(=O)C=C2C=C(c3ccsc3)N(CCc3ccccn3)C=C2C1=O (stereo not given)	0	-8
Cc1onc(-c2ccc(Cl)cc2)c1-c1ccnn1S(=O)(=O)c1cccc(C(F)(F)F)c1	8	-21
CC1(C)CC(=O)C2=C(C1)Nc1cc(C(=O)c3ccccc3)ccc1NC2c1ccccn1 (stereo not given)	-2	-6
COc1cccc(Oc2cc(NN3CCCCC3)c([N+](=O)[O-])cc2[N+](=O)[O-])c1OC	-4	3
COc1ccc(C(=O)COC(=O)CN2C(=O)C3CC=CCC3C2=O)c(OC)c1 (stereo not given)	-2	0
CS(=O)(=O)N(CC(=O)NCC1CCCO1)c1cc(Cl)ccc1Cl (stereo not given)	9	-8
CC(C)c1cc(C(=O)N2CCCC(Nc3ccc(F)c(F)c3)C2)nc(N)n1 (stereo not given)	7	-3
CN(C(=O)Cn1cccc1C1=NC(c2ccccc2)CO1)c1ccccc1 (stereo not given)	-6	-7
CCC(c1nnnn1C1CCCC1)N1CCN(Cc2ccccc2)CC1 (stereo not given)	4	4
CC(C)(C)Sc1ccc([N+](=O)[O-])cc1C(=O)Nc1ccncc1	14	-8
CCc1ccc(NC(=O)CSc2n[nH]c(=O)n2C2CC2)cc1	-7	1
Cc1nnsc1NC(=O)OCc1ccc(C(F)(F)F)cc1	-3	-7
CSc1ncnc2c1ncn2CCCNCC1CCCO1 (stereo not given)	5	-8
O=C(CSc1nncs1)NC(=O)NCc1ccco1	1	8
O=C(NC(=S)NCC1CCCO1)c1cccs1 (stereo not given)	-13	6
Nc1ccc2c(c1)Cc1cc(Cl)c(Cl)cc1-2	-3	17
COc1ccc(Cn2nnc3ccccc32)cc1	-4	-25

# Next part.
compound	TAG inh DAPI viability	TAG inh
CCOc1ccc(S(=O)(=O)N2CCN(c3ccccc3OC)CC2)c2cccnc12	4	15
CCN1CCN(S(=O)(=O)c2ccc3[nH]c(=O)oc3c2)CC1	4	-8
S=C(NNc1ccnc2cc(Cl)ccc12)Nc1ccc(Cl)cc1Cl	3	22
Cc1nn(CC(=O)O)c(C)c1[N+](=O)[O-]	0	-5
COc1ccc(C2C(C(=O)N3CCCCC3)CC(=O)N2c2ccc(OC)cc2)cc1 (stereo not given)	14	-1
CC(=O)C1CCC2C3CCC4CC(=O)CCC4(C)C3C(C)(O)CC12C (stereo not given)	-14	17
COc1cc(NS(=O)(=O)c2cc3[nH]c(=O)c(=O)[nH]c3cc2C)cc(OC)c1OC	-8	2
O=C(CC(c1ccc(F)cc1)c1ccco1)N1CCOCC1 (stereo not given)	2	-1
COc1ccc(-n2cnnc2SCC(=O)NCc2cccs2)cc1	-13	-6
C[C@@H]1C[C@H](O)c2cc(Cl)ccc2N1	1	-12
COCCCNC(=O)c1c(N)n(-c2cccc(S(N)(=O)=O)c2)c2nc3ccccc3nc12	47	35
Cc1onc(-c2ccccc2Cl)c1C(=O)Nc1cccc(S(=O)(=O)N2CCOCC2)c1	7	-8
O=C1CCC/C(=N/NC(=O)c2sc3ccccc3c2Cl)C1	3	-5
CCOc1ccc(S(=O)(=O)/N=C(/Nc2ccc(S(N)(=O)=O)cc2)c2ccccc2)cc1	-2	-9
CCOc1ccc(C(=O)OC2CCCN(C)C2)cc1 (stereo not given)	0	-20
COc1ccc2[nH]c3c(c2c1)CCN1C(=O)C(CC(=O)NCCCn2ccnc2)C[C@H](C(=O)N2CCCCC2)[C@@]31CCc1ccccc1 (stereo not given in full)	16	-4
O=C(CSC1=NC(=O)C(c2ccccc2)C(=O)N1)Nc1cccc(Cl)c1 (stereo not given)	-3	-10
CCc1ccc(NC(=O)c2cc(-c3cccs3)on2)cc1	-3	-8
OCCC1CN(Cc2cccn2-c2cccnc2)CCN1Cc1ccccc1 (stereo not given)	-9	4
Cn1c(SCC(=O)Nc2nncs2)nnc1C1CC1	-13	-1

# Remaining list, next part.
compound	TAG inh DAPI viability	TAG inh
Cc1cc(C)cc(C(=O)NCC(=O)OCC(=O)N2CCCCC2)c1	3	-19
CC1=NN(C(=O)c2cc(C)nn2C)C(O)(C(F)(F)F)C1 (stereo not given)	-4	9
Cc1nnc(-c2cnn(C)c2N)n1Cc1ccccc1	-3	2
COc1ccc(Br)cc1C1N2CC3(C)CN1CC(C)(C2)C3=O (stereo not given)	-5	13
N#CC1=C(N)OC2=C(C(=O)CCC2)C1c1ccncc1 (stereo not given)	8	1
Fc1ccc(-c2nnc(-c3ccc(F)cc3)o2)cc1	-10	-7
COc1ccc2c(c1)C(=O)N(c1ccccc1)C(=O)C2	1	18
NS(=O)(=O)c1ccc(N2C(=O)CCCC2=O)cc1	-21	13
COc1cccc(NC(=S)NC(=O)c2cccnc2)c1	-5	2
CCO/N=C(\N)c1[nH]ncc1Br	4	-11
CC(=O)N1CCc2nc3ccccc3cc21	2	3
CN(Cc1ccccc1)C(=S)Nc1ccc2nc3n(c(=O)c2c1)CCCCC3	-1	6
CC(CS(=O)(=O)c1ccccc1[N+](=O)[O-])N1CCOCC1 (stereo not given)	-1	15
Cc1ccc(CNC(=S)Nc2cc(C)ccc2OC(F)F)cc1	6	-9
CCN(CC)CCNC(=O)c1ccc(Cl)c(S(=O)(=O)N2CCCCCC2)c1	7	-13
CC(C)[C@H](NC(N)=O)C(=O)Nc1cccc([N+](=O)[O-])c1	-5	-18
C/C=C\C=C/C(=O)Nc1cccc(C2=NOC3(C2)C[C@@H](C(N)=O)N(C(=O)COc2ccc(Cl)cc2)C3)c1 (stereo not given in full)	-5	14
COc1cc(C(=O)OCC(=O)NCc2ccc(F)cc2)ccc1OCC(C)C	1	1
CC(C)CN(C(=O)COC(=O)c1nc(Cl)ccc1Cl)c1c(N)n(Cc2ccccc2)c(=O)[nH]c1=O	-1	13
CCOc1cccc(CN2CCCC(N3CCN(c4cccc(Cl)c4)CC3)C2)c1O (stereo not given)	12	-2

# The list continues.
compound	TAG inh DAPI viability	TAG inh
N#CCCN(C(=O)CO/N=C/c1cccc([N+](=O)[O-])c1)c1ccccc1	1	2
CSc1nnc(CNC(=O)C23CC4CC(CC(C4)C2)C3)n1Cc1ccccc1	11	-3
COc1cc2nc(CN3CCC(Cc4ccccc4)CC3)[nH]c(=O)c2cc1OC	-5	0
CCc1ccc2[nH]c(=O)c(CN(CCN(CC)CC)C(=S)NCc3ccco3)cc2c1	12	9
CCCCN(CC)Cc1ccc(CNC(=S)Nc2ccc(C)cc2Cl)o1	6	-17
CC(=O)Oc1ccc(C(=O)Nc2nnc(C)s2)cc1	-2	0
COC(=O)C1=C(\O)CCCC/C=C\1C(=O)O	-6	-11
O=C1CCCCC1Nc1ccc2ccccc2c1 (stereo not given)	-6	-1
CCOc1cc(-c2nc(-c3ccc(C)nc3OC)no2)cc(OCC)c1OCC	8	-8
O=C(Cn1c(=O)cnc2ccccc21)Nc1cccc(S(=O)(=O)N2CCCCC2)c1	-4	1
CC12CCC(C1)C(C)(C)C2NS(=O)(=O)c1ccc(F)cc1 (stereo not given)	1	-4

# Compound activity deposited in PubChem BioAssay by Sanford-Burnham Center for Chemical Genomics.
